DAGLB inh = blocks human DAGLB lipase activity | inhibition, % at 5.17 µM | Q8NCG7 | HEK293T DAGLB membrane lysate, EnzChek fluorogenic substrate | 0.059% of 340,000 active; in the data active = inhibition above about 34%;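 also: 0% = enzyme with vehicle and 100% = wells lacking enzyme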
SR-BI uptake up = activators of SR-BI mediated HDL lipid uptake; 0.096% of 320,000 active; CHO ldlA[mSR-BI] cells, DiI-HDL uptake fluorescence, 3 h; 100 = double the neutral-control signal; activation, % at 12.5 µM;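 active = mean replicate activation of at least 60% and every replicate at or above 60%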;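 also: 0% = median plate neutral-control signal and 100% = twice that signal; values of inactives mirror those of a sister screen read the other way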
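material = CHO ldlA[mSR-BI] cells | medium = Ham's F12 with 0.5% BSA, HEPES 25 mM, pH 7.4 | reagent = fluorescent DiI-HDL, 10 µg/mL final | compound dosing = single-point compound dose | incubation = 3 h, 37 °C | measured by = bottom-read fluorescence, 550/595 nm | measure = HDL uptake via cellular fluorescence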
SR-BI DiI inh = inhibitors of mouse SR-BI mediated HDL lipid uptake; ldlA[mSR-BI] CHO cells, DiI-HDL uptake fluorescence, 3 h; inhibition, % at 12.5 µM; 0.96% of 320,000 active; AID 488896;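 active = mean replicate inhibition of at least 70% and a set share of replicates each scoring 70 or more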;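 also: 0% = median of neutral control wells and 100% = median of positive control wells; values of inactives mirror those of a sister screen read the other way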
Target sequence (Q61009 whole entry, looked up): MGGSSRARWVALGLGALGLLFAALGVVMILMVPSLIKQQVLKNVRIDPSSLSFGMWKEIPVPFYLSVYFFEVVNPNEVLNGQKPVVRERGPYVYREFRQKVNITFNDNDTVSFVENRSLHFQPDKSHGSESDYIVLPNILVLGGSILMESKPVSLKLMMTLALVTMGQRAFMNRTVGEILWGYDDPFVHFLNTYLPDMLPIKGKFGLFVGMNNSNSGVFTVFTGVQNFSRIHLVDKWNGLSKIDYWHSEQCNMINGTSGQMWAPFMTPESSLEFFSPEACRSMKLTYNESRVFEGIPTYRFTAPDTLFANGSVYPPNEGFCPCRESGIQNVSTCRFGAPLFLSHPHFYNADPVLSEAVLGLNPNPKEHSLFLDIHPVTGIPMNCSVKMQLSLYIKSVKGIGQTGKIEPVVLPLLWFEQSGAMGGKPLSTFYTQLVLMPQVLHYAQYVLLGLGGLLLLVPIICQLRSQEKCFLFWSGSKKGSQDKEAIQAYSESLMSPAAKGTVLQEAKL
PvdQ inh = P. aeruginosa PvdQ acylase inhibition; AID 488965; inhibition, % at 10 µM; purified PvdQ acylase, fluorescence plate reader; 0.063% of 340,000 active; in the data active = inhibition above about 30%, passing the limit was not always enough;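 also: 0% = vehicle neutral wells and 100% = reference inhibitor wells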
Keap1-Nrf2 PPI = inhibitors of human Keap1-Nrf2 protein-protein interaction; AID 504523; Q14145; inhibition, % at 9.4 µM; 0.15% of 340,000 active; Keap1 Kelch-Nrf2 peptide fluorescence polarization, 1536-well; in the data active = inhibition above about 12%;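 also: human Keap1 Kelch domain with fluorescein labeled Nrf2 9mer peptide probe; 0% = neutral control wells and 100% = peptide positive control; higher means more block of Keap1 binding to Nrf2 peptide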
NSD2 inh = inhibitors of human histone methyltransferase NSD2; 0.54% of 310,000 active; NSD2 peptide methylation, AlphaScreen, 120 min; O96028; inhibition, % at 12.5 µM; in the data active = inhibition above about 50%
Arrestin-AP2 inh = human beta-arrestin and AP2 interaction inhibition; 0.31% of 340,000 active; inhibition, % at 10 µM; FITC-arrestin peptide / GST-AP2 beads, flow cytometry; AP2 beta2 appendage carries R879A mutation;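 active = inhibition above a set limit, near 3 SD of compounds lacking own fluorescence, cut at about 54% in these data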;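 also: plate controls were DMSO wells for no effect and 5 µM unlabelled arrestin peptide for full effect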
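Assay system: GST-AP2 R879A bound to glutathione beads, E. coli-expressed; Medium: PBS with 0.05% Tween 20 and 0.1% BSA; Also added: fluorescein-tagged arrestin peptide at 50 nM final; Timing: 12 min plus 1 h, RT; Measured by: flow cytometry, FL1 (488/535 nm); Evaluation: percent drop in bead-associated FITC signal.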
PKA-R2B act = PKA-R2B complex activation; 0.079% of 340,000 active; activation, % at 11.4 µM; PKA-R2B holoenzyme dissociation, Cy5-IP20 fluorescence polarization; R2B truncated from residue 108, S112A mutant; 0% DMSO only, 100% 113 µM cGMP; P22694+P31323; AID 504700;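 active = activation above a cutoff set at the mean over all compounds plus 3 SD, cut at about 18% in these data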;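 also: higher means more holoenzyme dissociation and a rise in polarization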
Target sequence (P31323 whole entry, looked up, other chains not shown, the tested form may be a part): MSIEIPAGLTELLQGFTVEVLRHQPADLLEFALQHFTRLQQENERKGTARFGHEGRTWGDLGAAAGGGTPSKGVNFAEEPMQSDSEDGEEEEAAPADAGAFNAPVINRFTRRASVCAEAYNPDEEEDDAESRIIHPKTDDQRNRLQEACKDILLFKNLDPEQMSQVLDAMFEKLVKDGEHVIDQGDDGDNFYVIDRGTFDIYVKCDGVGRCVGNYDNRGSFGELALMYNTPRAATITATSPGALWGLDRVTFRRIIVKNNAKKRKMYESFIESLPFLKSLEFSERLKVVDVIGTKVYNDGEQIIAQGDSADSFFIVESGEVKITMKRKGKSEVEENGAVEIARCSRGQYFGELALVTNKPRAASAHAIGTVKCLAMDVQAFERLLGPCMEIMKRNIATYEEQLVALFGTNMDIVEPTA
C-LANA FP = inhibitors of KSHV LANA C-terminal domain DNA binding; MBP-C-LANA/FAM-LBS DNA binding, fluorescence polarization; inhibition, % at 9 µM; 0.078% of 340,000 active;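 active = highest replicate inhibition at or above 60% at 9 µM, even if other replicates fall short; inactive = all replicates below 60% inhibition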;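 also: 0% = neutral control wells and 100% = 4 µM acridine orange control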
Cardiac RTF inh = cardiac RTF calcium desensitization; 0.12% of 340,000 active; IANBD-labeled cardiac RTF, Ca2+ fluorescence; AID 493244; inhibition, % at 7.15 µM;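 active = inhibition above the mean inhibition of all tested compounds plus 3 SD, cut at about 17% in these data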;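 also: assay run at fixed EC70 calcium of 1.6 mM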
* hit, by the source's call; x = no result given.

SMILES	DAGLB inh	SR-BI uptake up	SR-BI DiI inh	PvdQ inh	Keap1-Nrf2 PPI	NSD2 inh	Arrestin-AP2 inh	PKA-R2B act	C-LANA FP	Cardiac RTF inh
OCC[C@@H]1C[C@@H](O)[C@H](O)[C@]2(OCc3ccccc32)O1	0.0	14.3	-14.3	-5.2	-0.4	x	4.4	-5.8	-0.2	-5.3
N#C/C(=C\c1ccc(OCC(N)=O)cc1)C(=O)NC1CC1	-1.3	-2.2	2.2	-14.8	-0.4	-1.2	-3.6	-7.4	1.6	-9.0
O=C(NCc1ccccc1)C1CCCN(c2ncnc3c2nc2n3CCCCC2)C1 (centres undefined)	-0.8	-5.5	5.5	6.6	-2.2	2.0	36.7	-4.3	0.0	-6.7
C[C@@H](C(=O)O)[C@@H]1C[C@@]1(C)[C@@H](NC(=O)OCc1ccccc1)c1ccccc1	0.4	22.1	-22.1	-17.8	-1.2	x	x	5.2	-1.1	-0.8
N#CCCNC(=O)Cn1c(COc2ccc(Cl)cc2)nc2ccccc21	-2.6	2.8	-2.8	-30.3	-0.8	-0.9	3.3	-4.5	0.6	-4.4
COC(=O)C1(C)NC(=O)c2ccccc2N1 (centres undefined)	-3.6	12.8	-12.8	-10.1	-0.6	x	3.1	11.1	0.0	-6.3
CN(C)S(=O)(=O)c1ccc(N2CCCC2)c(C(=O)NNC(=O)COc2ccc(Cl)cc2)c1	2.0	-26.5	26.5	-18.5	-4.0	9.4	-11.4	1.9	2.2	-3.5
CCCCNC(=O)c1onc(CCl)c1C(=O)OC	0.0	13.5	-13.5	0.1	-7.6	x	0.5	-9.3	-0.8	-2.8
O=S(=O)(Nc1ccccc1)c1ccc2c(c1)CCO2	x	11.7	-11.7	-15.7	1.2	0.1	-23.1	x	2.5	x
COc1ccc(NC(=O)CN2CCN(CC(=O)Nc3ccccc3F)CC2)cc1OC	-0.4	-17.5	17.5	6.1	-2.2	-3.5	17.4	-0.8	0.4	-6.8
COc1ccc(/C=C/c2nnc(NC(=O)CSc3ccc(Cl)cc3)s2)cc1	-2.4	4.8	-4.8	-2.9	-2.9	-2.6	-10.6	-6.2	1.6	-6.4
COC(=O)C1=C(C(=O)OC)N2C=CC=CC2(C)C(C(=O)OC)=C1C(=O)OC (centres undefined)	1.3	23.6	-23.5	-10.9	-1.3	4.4	0.2	11.3	-0.4	-1.1
Cc1c(NC(=O)CN2C(=O)NC(C)(c3ccc(OC(F)F)cc3)C2=O)c(=O)n(-c2ccccc2)n1C (centres undefined)	1.6	15.0	-15.0	-6.2	-1.7	-1.2	4.1	-10.3	-1.1	0.6
Nc1nccnc1C(=O)OCC(=O)NCCc1ccc(Cl)cc1	0.7	23.8	-23.8	-5.9	2.4	0.4	23.0	-2.1	0.6	-13.4
COCCNC(=O)C(NC(=O)C1CCCCC1)C12CC3CC(CC(C3)C1)C2 (centres undefined)	1.0	16.9	-16.9	4.8	6.7	-1.6	7.4	-1.4	0.6	-12.9
COC(=O)C1=C(C)N(CCCC(=O)O)C(=O)NC1c1cccc(OC)c1 (centres undefined)	1.3	12.9	-12.9	-0.9	2.3	x	0.1	1.5	2.6	-11.3
O=C(NCc1ccccn1)C1CCN(C(=O)c2cc3sccc3n2Cc2ccc(F)cc2)CC1	-1.8	6.0	-6.0	9.7	1.2	-0.4	31.7	7.0	-1.0	2.6
Cc1ccc(OCC(=O)N2CCc3ccccc32)cc1	-7.5	10.2	-10.2	4.4	0.3	0.6	7.5	-12.2	2.1	-3.0
COc1ccc(N2CCN(CC(=O)c3ccc(O)cc3O)CC2)cc1	1.1	-4.4	4.4	-15.4	-1.8	0.9	-5.0	3.2	1.1	-3.9
Cc1ccc(N2C(=O)CC(NCc3ccc4c(c3)OCO4)C2=O)cc1Cl (centres undefined)	-0.7	26.9	-26.9	7.0	-1.6	x	8.0	3.6	-0.5	-14.9
C/C(CC(C)C)=N\NC(=O)Nc1ccccc1	-0.2	35.5	-35.5	-4.9	-1.1	-2.4	-3.1	-6.4	0.1	13.2
CCCn1c(N)c(NCCN2CCOCC2)c(=O)n(CC(=O)NCc2ccccc2)c1=O	0.2	26.1	-26.1	-5.0	0.7	8.3	-33.5	-2.3	-1.2	-10.0
O=C(Nc1cccc(-c2nc3ncccc3o2)c1)c1sc2ccccc2c1Cl	-2.0	11.7	-11.7	-11.6	-4.1	-1.3	10.5	9.4	-1.3	-7.3
c1ccc(CNc2ccc3ccccc3n2)nc1	-0.2	-2.1	2.1	-11.4	-3.4	x	-6.0	-1.7	-0.7	-5.9
Cc1cccc(COc2ccc(/C=N/NC(=O)c3nnn(-c4nonc4N)c3COc3ccc(F)cc3)cc2)c1	1.5	-60.4	60.4	-8.1	1.4	-1.1	-10.8	-1.7	31.9	5.9
Cc1nn(C(=O)Cn2ccc([N+](=O)[O-])n2)c(C)c1Br	-1.7	27.8	-27.8	-1.8	-3.0	-0.1	10.0	-2.9	0.3	-4.6
CC(C)CC(C(=O)OCC(=O)c1c(N)n(C)c(=O)n(C)c1=O)N1C(=O)c2ccccc2C1=O (centres undefined)	0.4	6.2	-6.2	-4.0	-4.4	-0.2	-6.3	-7.0	-0.8	1.6
Cc1nc(-c2cccc(-c3noc(C)n3)c2)no1	-4.5	14.6	-14.6	-13.6	-5.1	-5.6	-1.4	-11.0	0.4	-4.2
CN(c1cccc(Cl)c1)S(=O)(=O)c1cccc(C(=O)Nc2nc3ccccc3[nH]2)c1	2.6	-62.9	62.9	-3.6	2.3	0.4	-6.0	-7.8	0.4	-3.7
CCOC(=O)[C@@H]1[C@H]2COc3ccccc3[C@@H]2N2C(=O)N(c3ccc(OC)cc3)C(=O)[C@]12C	-4.4	19.4	-19.4	-6.9	-2.8	x	-0.1	-1.9	0.6	-1.9
c1csc(-c2cn3ccc4ccccc4c3n2)c1	1.9	-16.9	16.9	-6.6	-7.4	-4.9	-5.2	-3.1	-1.0	-2.9
CCCCC(Sc1nc(N)c(NC(=O)c2ccc(OCC)cc2)c(=O)[nH]1)C(=O)O (centres undefined)	0.5	18.5	-18.5	-5.1	2.1	-2.8	-3.3	-1.0	1.0	-10.0
COc1ccc(Nc2n[nH]c(N)c2C(N)=O)cc1	1.7	x	x	-6.0	-6.3	0.0	11.1	-7.5	-0.8	-3.8
CCOC(=O)Cc1csc(NC(=O)CN(C)S(=O)(=O)c2cccc3cccnc23)n1	0.1	0.9	-0.9	-24.1	-2.5	x	-1.5	-4.2	-0.3	-5.4
CCOC(=O)c1nnn(-c2nonc2N)c1CN1CCCC1	0.8	-14.8	14.8	0.5	4.3	-2.3	0.0	-4.7	0.8	-4.7
COc1ccc(CCNC(=O)CSc2nc(N)cc(=O)[nH]2)cc1OC	-2.4	5.9	-5.9	-3.9	-0.9	-1.4	44.2	4.7	0.0	-1.4
O=S(=O)(N1CCCCC1)N1CCN(S(=O)(=O)N2CCCCC2)CC1	0.2	20.2	-20.2	-13.8	1.7	x	3.5	5.0	-0.7	1.8
O=C(COC(=O)c1cc([N+](=O)[O-])ccc1N1CCOCC1)c1ccccc1Cl	-0.7	-67.7	67.7	1.6	-3.8	-4.0	7.6	-3.0	0.7	-9.2
O=C(NCCCN1CCN(c2ccccc2F)CC1)C1CCN(S(=O)(=O)N2CCOCC2)CC1	-0.7	-9.3	9.3	-11.4	-1.9	-2.1	6.0	11.4	2.1	-8.6
COc1ccc(C(=O)NC(=O)CSc2nnc(-c3ccco3)n2-c2ccccc2)cc1	-0.7	2.0	-2.0	-15.9	2.4	0.3	-10.8	3.8	0.3	-2.9
CCOC(=O)c1sc(=S)n(-c2ccc(Cl)cc2)c1C	-6.5	-23.1	23.1	-1.1	-1.2	-1.1	3.4	-3.7	-1.0	-12.9
NC(=O)c1c(NC(=O)COC(=O)CSc2nnc(-c3ccc(Cl)cc3)o2)sc2c1CCC2	5.2	3.2	-3.2	-11.0	-5.3	35.1	-0.5	4.4	4.2	-6.2
COc1ccc(-c2nc(CS(=O)CC(=O)N3CCN(C)CC3)c(C)o2)cc1OC (centres undefined)	1.0	-1.2	1.2	-7.6	1.1	x	30.7	1.6	-0.7	-5.5
CSc1nnc2c(n1)OC(C)N(C(=O)c1ccccc1)c1ccccc1-2 (centres undefined)	-1.5	-10.8	10.8	8.3	-1.1	-0.5	18.9	-2.2	1.6	6.5
CCCN1CCN(CCCNC(=O)Cn2ncc3c4ccccc4n(C)c3c2=O)CC1	-0.4	x	x	-7.4	0.9	x	3.2	1.4	-2.2	-3.3
Cc1cc(C)n(CC(=O)NNC(=O)c2cccc(C(F)(F)F)c2)n1	2.0	15.1	-15.1	-10.8	2.9	4.5	1.0	-0.6	1.1	-1.6
CCOC(=O)C[C@H]1c2cc(C(F)(F)F)ccc2S(=O)(=O)N1C(C)C	-2.8	19.8	-19.8	-2.8	-0.8	x	-4.3	-1.7	4.2	-0.4
CCCCNc1c(N)n(CC(C)C)c(=O)[nH]c1=O	0.0	-14.8	14.8	-8.4	5.0	-6.2	20.4	10.7	1.3	-7.2
C=CCOC(=O)N1CCN(c2cccc(C(F)(F)F)c2)CC1	-9.8	-7.7	7.7	4.9	-0.1	-6.1	26.1	-5.9	-0.5	-1.9
CC1CN(C(=O)N(C)C)CCN1C(=O)N(C)C (centres undefined)	-3.3	21.1	-21.1	-7.7	-0.8	-0.1	4.5	-9.4	-0.3	2.2

Continued.
SMILES	DAGLB inh	SR-BI uptake up	SR-BI DiI inh	PvdQ inh	Keap1-Nrf2 PPI	NSD2 inh	Arrestin-AP2 inh	PKA-R2B act	C-LANA FP	Cardiac RTF inh
Cc1ccc(S(=O)(=O)N(C)C)cc1NC(=S)NC(C)CCC(C)C (centres undefined)	1.1	3.2	-3.2	-11.7	2.9	-2.6	-3.2	0.1	-0.3	-10.2
Cc1cccc(C(=O)NC2CCN(S(=O)(=O)c3cccc(F)c3)CC2)c1	-5.8	-15.7	15.7	-29.7	3.3	-1.5	3.6	-6.9	0.7	-12.4
O=C(c1ccccc1)c1ccc2nc[nH]c2c1	1.6	-6.8	6.8	-20.5	-2.3	0.6	-3.4	9.9	-0.8	-5.2
CCCCN(C/C=C/c1ccccc1OC)Cc1ccccc1	-7.2	18.3	-18.3	1.6	-1.9	-3.4	12.3	-2.8	0.9	-3.8

Compound activity: PubChem BioAssay, several laboratories
